# NPY-Y1 antag = NPY-Y1 receptor antagonists, primary screen, cell-based. actives 1% (n = 200,000). inhibition, % at 3.6 µM. Neuropeptide Y receptor type 1 (Homo sapiens), P25929. HEK293-CNG Y1 cells, membrane potential fluorescence; NPY at EC95, then isoproterenol;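 active means inhibition above the campaign mean inhibition of all tested compounds plus 3 SD, cut at about 20% in these data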;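 further: 0% = DMSO wells given NPY plus isoproterenol and 100% = isoproterenol alone without NPY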
# Target sequence (P25929 whole entry, looked up): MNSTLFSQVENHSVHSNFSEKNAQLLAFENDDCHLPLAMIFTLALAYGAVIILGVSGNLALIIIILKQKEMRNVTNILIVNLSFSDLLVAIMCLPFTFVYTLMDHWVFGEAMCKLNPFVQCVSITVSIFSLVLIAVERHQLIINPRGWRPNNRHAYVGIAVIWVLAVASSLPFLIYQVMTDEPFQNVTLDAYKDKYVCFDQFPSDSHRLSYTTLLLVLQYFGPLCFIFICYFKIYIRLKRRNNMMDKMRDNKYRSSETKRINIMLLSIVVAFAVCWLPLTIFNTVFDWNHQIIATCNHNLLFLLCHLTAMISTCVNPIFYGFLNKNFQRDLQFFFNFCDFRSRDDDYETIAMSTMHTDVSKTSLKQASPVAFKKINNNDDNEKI
#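 Test system: HEK293 cells co-expressing NPY Y1 receptor and cyclic-nucleotide gated channel; Also added: NPY (25 nM), isoproterenol (1 µM), Ro 20-1724 (25 µM); Compound dosing: one concentration, 3.6 µM, in 0.4% DMSO; Timing: dye 3 h, compound 60 min room temperature, stimulation 45 min; Technique: Membrane-potential fluorescent dye readout.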
# S1P4 agonist = S1P4 receptor agonists, primary screen, cell-based | Sphingosine 1-phosphate receptor 4 (Homo sapiens), O95977 | S1P4-expressing cell line, agonist reporter assay | activation, % at 4.98 µM | actives 0.35% (n = 220,000) | AID 1509, 2009; in the data active means activation above about 11%;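 further: 0% = DMSO vehicle and 100% = reference agonist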
# Ba/F3 V617F tox = reduced viability of JAK2V617F-dependent Ba/F3 cells, primary screen, JAK2V617F inhibitor project, cell-based, Ba/F3 EpoR-JAK2V617F, luminescence. ATP luminescence. actives 1.1% (n = 220,000). inhibition, % at 5.6 µM;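 active means inhibition above the campaign mean plus 3 SD over all tested compounds, cut at about 24% in these data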;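 further: cytokine-independent growth of Ba/F3 cells driven by EpoR plus mutant JAK2; 0% = DMSO-treated cells and 100% = JAK inhibitor I control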
# S1P4 antag = S1P4 receptor antagonists, primary screen, cell-based; Sphingosine 1-phosphate receptor 4 (Homo sapiens), O95977; S1P4-expressing cells, antagonist mode, reporter read-out; inhibition, % at 4.98 µM; actives 0.26% (n = 220,000); in the data active means inhibition above about 29%;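 further: 0% = wells stimulated with agonist and 100% = vehicle wells without agonist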
# RBBP9 inhibitor = human RBBP9 inhibitors, primary screen, biochemical, fluorescence polarization, FP-Rh probe, HTS; inhibition, % at 7.94 µM; recombinant RBBP9; Serine hydrolase RBBP9 (Homo sapiens), O75884; actives 0.2% (n = 220,000);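 active means inhibition above the campaign mean of all tested compounds plus 3 SD, cut at about 14% in these data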;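 further: plate controls were DMSO wells with RBBP9 for no effect and wells lacking RBBP9 protein for full effect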
# Target sequence (O75884 whole entry, looked up): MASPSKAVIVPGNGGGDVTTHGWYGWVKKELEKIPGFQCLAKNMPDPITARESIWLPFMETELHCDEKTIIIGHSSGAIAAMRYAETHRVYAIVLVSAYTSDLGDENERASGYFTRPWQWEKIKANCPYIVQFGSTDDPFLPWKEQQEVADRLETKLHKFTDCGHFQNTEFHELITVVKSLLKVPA
#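 Material: RBBP9 protein. Amount: RBBP9 at 2.5 µM in dispensed solution, before mixing. Schedule: 30 min then 45 min, 25 °C. Medium: Tris buffer pH 8.0, NaCl, Pluronic. Measured by: fluorescence polarization. Measure: percent inhibition from mP, scaled between DMSO and no-protein wells. Replication: one well per compound.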
# Runt-CBFb FRET = inhibitors of RUNX1 Runt–CBFb binding, primary screen, biochemical, FRET, Cerulean-Runt, Venus-CBFb, uHTS | Runt-related transcription factor 1 (Homo sapiens) + Core-binding factor subunit beta … | Cerulean-Runt/Venus-CBFb FRET ratio 530/480, 1 h | inhibition, % at 20 µM | actives 0.46% (n = 220,000) | AID 1496, 2009;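 active means inhibition over about 50% at 20 µM in the single-dose screen, limit read from the data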;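 further: 0% = DMSO wells and 100% = excess unlabeled CBFb competitor control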
#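 System: Cerulean-labeled Runt domain protein | Quantity: 100 nM of each labeled protein | Schedule: 1 h compound exposure, room temperature | Detection: Fluorescence energy transfer, 422 nm excitation, 530/480 nm emission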
# BaF3 tox = parental Ba/F3 cell viability inhibition, counter-screen for JAK2V617F inhibitor project, murine pro-B, CellTiter-Glo luminescence; CellTiter-Glo ATP luminescence; inhibition, % at 5.6 µM; actives 1.1% (n = 220,000); AID 1486, 2009;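 active means inhibition above a per-campaign cutoff, the mean inhibition of all tested compounds plus 3 SD, cut at about 27% in these data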;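 further: 0% = DMSO wells and 100% = JAK Inhibitor I control wells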
# NPY-Y1 PAM-ag = NPY-Y1 receptor potentiators or agonists, primary screen, cell-based; activation, % at 3.6 µM; actives 0.37% (n = 220,000); Neuropeptide Y receptor type 1 (Homo sapiens), P25929; NPY-Y1 expressing cells, potentiator/agonist activation; AID 1304, 2008; in the data active means activation above about 33%, passing the limit was not always enough;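 further: cells stimulated with NPY at EC10 then isoproterenol at EC100; 0% = low agonist plus stimulus and 100% = saturating agonist plus stimulus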
# NPY-Y2 PAM-ag = NPY-Y2 potentiators or agonists, primary screen, cell-based | Neuropeptide Y receptor type 2 (Homo sapiens), P49146 | cells expressing NPY-Y2, potentiator/agonist read-out | activation, % at 3.6 µM | actives 0.45% (n = 220,000); in the data active means activation above about 27%;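 further: cells stimulated with NPY near EC25 plus isoproterenol at EC100; 0% = vehicle plus submaximal agonist and 100% = vehicle plus saturating agonist; some results beyond the cut were filed as inactive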
# Target sequence (P49146 whole entry, looked up): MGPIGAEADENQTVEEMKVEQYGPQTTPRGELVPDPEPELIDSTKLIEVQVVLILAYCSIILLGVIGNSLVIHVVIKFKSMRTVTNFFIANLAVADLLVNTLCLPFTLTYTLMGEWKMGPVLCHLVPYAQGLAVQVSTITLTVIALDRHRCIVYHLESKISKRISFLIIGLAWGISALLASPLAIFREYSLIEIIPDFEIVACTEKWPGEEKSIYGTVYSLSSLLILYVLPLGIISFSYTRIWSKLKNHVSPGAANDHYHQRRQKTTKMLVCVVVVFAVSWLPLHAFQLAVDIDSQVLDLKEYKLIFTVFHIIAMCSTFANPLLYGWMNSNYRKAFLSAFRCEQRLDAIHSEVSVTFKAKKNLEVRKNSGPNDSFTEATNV
# * = called active by the depositor; x = not tested or not shown.
SMILES,NPY-Y1 antag,S1P4 agonist,Ba/F3 V617F tox,S1P4 antag,RBBP9 inhibitor,Runt-CBFb FRET,BaF3 tox,NPY-Y1 PAM-ag,NPY-Y2 PAM-ag
CCOc1ccc(N2C(=O)CCC2=O)cc1,4,-0.9,-4,-19,-10,-1,0,8,9
Cc1ccccc1-c1noc(CCC(=O)NCC2CCCO2)n1 (centres undefined),4,2.5,-1,2,-6,0,1,7,1
CN1CCN(c2oc(-c3cccs3)nc2S(=O)(=O)c2ccccc2)CC1,1,1.1,-2,-40,-3,17,1,-10,2
CN(C)c1ccc(-c2nnn(CC(=O)N3c4ccccc4CCc4ccccc43)n2)cc1,0,-0.9,-4,-17,4,-4,2,7,5
O=C(Nc1cccnc1)c1cc(-c2cc(Cl)ccc2O)n[nH]1,x,1.6,1,-19,-5,-2,4,17,1
Cc1ccc(-n2nnc3c(SCC(=O)NCC4CCCO4)ncnc32)cc1 (centres undefined),6,-0.8,-3,2,-6,0,1,6,5
Cc1nnc2n(c1=O)N=C(c1ccc(Cl)cc1)CS2,0,-1.1,-5,-4,7,41,1,-9,13
Cc1ccc(C(=O)N(c2c(C)n(C)n(-c3ccccc3)c2=O)C(C)C)cc1,1,-0.1,-3,-5,-5,0,2,-3,3
CC1(N(O)/C=C2\C=CC=CC2=O)CCCCC1=O (centres undefined),x,1.4,-1,-1,-4,0,7,-3,-7
COc1ccc(CN2C(=O)C(O)(CC(=O)c3ccc4c(c3)OCO4)c3ccccc32)cc1OC (centres undefined),4,0.0,4,-13,-1,3,11,13,4
CC(C)(C)NC(=O)/C(=C/c1cccnc1)NC(=O)c1ccco1,x,1.4,-2,-10,-6,0,2,-2,6
COc1ccc(CNC(=O)c2ccc(NC(=O)CC3SC(N4CCCC4)=NC3=O)cc2)cc1 (centres undefined),-4,-1.5,-4,4,6,0,3,11,6
Cc1ccc(OCC(=O)Nc2ccc3c(c2)OCO3)cc1C,13,0.4,0,-11,-5,-1,2,-18,-20
CCOC(=O)c1oc2ccc(S(=O)(=O)n3nc(-c4ccc(C)cc4)cc3N)cc2c1C,4,-0.5,1,-9,-4,-4,0,5,5
O=C(O)CCSc1nc2ccccc2n1CCOc1ccccc1,-2,3.7,1,13,1,0,0,-24,-14
O=[N+]([O-])c1cc(CN(CCO)CCO)ccc1O,x,1.8,0,-8,-3,0,1,2,11
Cn1c(/C(C#N)=C(\O)COc2ccc3ccccc3c2)nc2ccccc21,1,0.1,-3,-4,-1,-1,2,0,3
COC(=O)c1ccc(CSc2nc(-c3ccccc3)cs2)o1,5,-1.3,0,-6,-3,0,7,-14,8
CCOCCCNC(=O)c1[nH]c(C)c(C(C)=O)c1C,5,0.4,2,-7,-8,1,3,-2,4
Cc1c(N/C(=N/S(=O)(=O)c2ccccc2)c2ccc(Cl)cc2)c(=O)n(-c2ccccc2)n1C,0,-0.5,0,-9,-6,1,5,-4,-13
O=C(Nc1ccccc1C(=O)OCC(=O)N1CCc2ccccc2C1)c1ccco1,15,0.7,-5,-2,-9,-3,1,-27,-12
COC(=O)Cn1ncc2c3ccccc3n(C)c2c1=O,0,1.3,0,-8,0,1,90*,-1,-1
O=C(COC(=O)c1cccc(S(=O)(=O)NCc2ccccc2)c1)c1ccccc1,2,1.2,-2,-7,-6,-1,8,-1,23
CCc1ccccc1NC(=O)CSc1nc(-c2ccccc2)nn1C(=O)c1cccc([N+](=O)[O-])c1,5,0.6,-3,5,-7,x,0,-22,-7
Cc1nc2c(-c3ccc(F)cc3)c(C)nn2c(C)c1CCC(=O)Nc1ccccc1F,x,-1.1,79*,-37,6,-1,-1,0,13

# At a glance, part of the list above.
SMILES,NPY-Y1 antag,S1P4 agonist,Ba/F3 V617F tox,S1P4 antag,RBBP9 inhibitor,Runt-CBFb FRET,BaF3 tox,NPY-Y1 PAM-ag,NPY-Y2 PAM-ag
Cc1ccc(OCC(=O)Nc2ccc3c(c2)OCO3)cc1C,13,0.4,0,-11,-5,-1,2,-18,-20
CCOC(=O)c1oc2ccc(S(=O)(=O)n3nc(-c4ccc(C)cc4)cc3N)cc2c1C,4,-0.5,1,-9,-4,-4,0,5,5
O=C(O)CCSc1nc2ccccc2n1CCOc1ccccc1,-2,3.7,1,13,1,0,0,-24,-14
O=[N+]([O-])c1cc(CN(CCO)CCO)ccc1O,x,1.8,0,-8,-3,0,1,2,11
Cn1c(/C(C#N)=C(\O)COc2ccc3ccccc3c2)nc2ccccc21,1,0.1,-3,-4,-1,-1,2,0,3
COC(=O)c1ccc(CSc2nc(-c3ccccc3)cs2)o1,5,-1.3,0,-6,-3,0,7,-14,8
CCOCCCNC(=O)c1[nH]c(C)c(C(C)=O)c1C,5,0.4,2,-7,-8,1,3,-2,4
Cc1c(N/C(=N/S(=O)(=O)c2ccccc2)c2ccc(Cl)cc2)c(=O)n(-c2ccccc2)n1C,0,-0.5,0,-9,-6,1,5,-4,-13
O=C(Nc1ccccc1C(=O)OCC(=O)N1CCc2ccccc2C1)c1ccco1,15,0.7,-5,-2,-9,-3,1,-27,-12
COC(=O)Cn1ncc2c3ccccc3n(C)c2c1=O,0,1.3,0,-8,0,1,90*,-1,-1
O=C(COC(=O)c1cccc(S(=O)(=O)NCc2ccccc2)c1)c1ccccc1,2,1.2,-2,-7,-6,-1,8,-1,23
CCc1ccccc1NC(=O)CSc1nc(-c2ccccc2)nn1C(=O)c1cccc([N+](=O)[O-])c1,5,0.6,-3,5,-7,x,0,-22,-7
Cc1nc2c(-c3ccc(F)cc3)c(C)nn2c(C)c1CCC(=O)Nc1ccccc1F,x,-1.1,79*,-37,6,-1,-1,0,13

# The listing continues:
SMILES,NPY-Y1 antag,S1P4 agonist,Ba/F3 V617F tox,S1P4 antag,RBBP9 inhibitor,Runt-CBFb FRET,BaF3 tox,NPY-Y1 PAM-ag,NPY-Y2 PAM-ag
CNc1nc(C(=O)O)nc(N2CCOCC2)n1,2,1.0,1,-13,-10,0,2,10,4
Cc1ccc(C(=O)NCC(=O)OCC(=O)c2ccc3c(c2)OCCO3)cc1C,11,-1.3,0,8,-6,0,4,-41,-20
CN1C(C)(C)CC(=NOC(=O)c2ccccc2)CC1(C)C,3,-0.1,4,-13,2,-1,-1,-22,-12
Cc1ccc(SCC(=O)Nc2cc(C)on2)cc1,2,-1.7,-2,-15,3,1,5,24,1
CN(C)c1ccc(N/C=C/C(=O)c2ccc(F)cc2)cc1,-6,-1.0,0,12,10,-3,3,2,-5
Oc1oc(-c2ccco2)nc1C=Nc1cccc(Cl)c1,3,-0.2,-1,-10,-6,-4,8,16,4
Cn1cc(/C=N/NC(N)=S)c2ccccc21,x,0.0,-3,-12,0,4,2,0,14
Cc1cccn2c(N)c(-c3ccccc3)nc12,-6,-0.8,-2,-10,-9,x,1,-11,3
Cc1oc(-c2cc(F)ccc2F)nc1CN1CCN(C)C(=O)[C@@H]1C,2,15*,-5,-8,3,0,9,-5,-1
CC(=O)N1CC=CC1(C)C(=O)NCc1cc(F)cc(C(F)(F)F)c1 (centres undefined),-2,0.9,-3,13,-2,-2,2,16,3
CN(C)c1ccc(C2(O)C(=O)c3ccccc3C2=O)cc1,11,1.4,-7,2,-2,-2,1,7,-11
COc1ccc2nc(NC(=O)C3=NN(c4ccccc4)C(=O)CC3)sc2c1,-2,6.8,-3,-26,1,-2,5,5,2
COc1cc(-c2nnc(-c3ccccc3)o2)cc(OC)c1OC,7,0.0,1,-10,1,-2,4,13,-1
Clc1ccc(-c2c[nH]c3ccccc23)nn1,-2,-1.2,-4,-1,1,-2,-3,-10,11
Cc1ccc2cccc(Oc3cnccn3)c2n1,3,-2.0,0,-20,-7,-2,5,-24,3
Cc1ccc(NC(=O)Cc2cn3ccsc3n2)nc1,-3,1.7,4,1,-9,-1,5,-5,5
Cc1cccc(CCNS(=O)(=O)c2cnc[nH]2)c1,-2,0.4,2,0,-7,1,5,0,9
CCn1c(SCC(=O)NC(=O)NCc2ccco2)nc2sc(C)c(C)c2c1=O,10,1.0,-1,-23,-7,26,4,-30,-18
COc1ccc(CN(C)Cc2nc3cc(OC)c(OC)cc3c(=O)[nH]2)c(OC)c1,2,1.6,2,-12,-1,-1,6,0,3
NC(=O)c1ccc(-n2nnnc2Oc2ccc(Br)cc2)cc1,-1,1.5,-6,-1,-3,2,2,5,0
COc1ccc(CCNC(=O)CCSc2nc(-c3ccco3)cc(C(F)(F)F)n2)cc1OC,7,-1.0,3,15,-2,-4,0,-27,-3
CC(C)(C)SCCNC(=O)CN(c1ccccc1)S(=O)(=O)c1ccccc1,10,-0.4,-2,12,13,-2,-2,-6,-7
C[C@@H](O)C1NC(=O)[C@H](CCCCN)NC(=O)c2cc([N+](=O)[O-])cc(F)c2NCCCC[C@@H](C(N)=O)NC1=O (some centres undefined),-1,0.2,5,10,-7,2,11,-7,-8
NC(=S)Nc1ccc2c(c1)OCO2,-2,0.5,5,-11,-4,1,0,-2,-13
CCCN1C(=O)/C(=C\c2nc3ccccc3c(=O)[nH]2)c2ccccc21,5,-0.8,5,-2,8,-9,6,2,-1

# Carrying on:
SMILES,NPY-Y1 antag,S1P4 agonist,Ba/F3 V617F tox,S1P4 antag,RBBP9 inhibitor,Runt-CBFb FRET,BaF3 tox,NPY-Y1 PAM-ag,NPY-Y2 PAM-ag
O=C(O)CCC/C=C\C[C@@H]1[C@@H](/C=C/[C@@H](O)COc2cccc(Cl)c2)[C@H](O)C[C@@H]1O,0,1.2,-4,-33,-4,0,2,-1,9
C=CCNC(=O)c1ccccc1NC(=O)COc1ccc(OC)cc1,-3,0.0,-2,-20,-8,0,2,5,3
CSc1ccccc1NC(=O)CN(C)CC(=O)Nc1ccc(Cl)cc1[N+](=O)[O-],5,1.4,-3,-4,6,-6,3,10,-20
CC(C)C(c1nnnn1Cc1ccc2c(c1)OCO2)N1CCN(C)CC1 (centres undefined),4,0.7,-3,-1,-9,-1,3,7,4
CCCCOc1ccc(/C(N)=N/O)cc1,-4,0.3,-3,-40,-12,1,1,-3,8
Cc1cc(C)nc(SCCC(=O)Nc2ccccc2Cl)n1,-1,-3.8,-4,0,3,0,-1,-4,0
